# Compound activity (PubChem BioAssay)
# TAAR1 ag = agonists of human TAAR1; Q96RJ0; CHO RD-HGA16 TAAR1, Fluo-8 calcium fluorescence; vehicle wells 0%, saturating PEA agonist 100%; activation, % at 3 µM; 0.99% of 360,000 active;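 active = activation above the mean activation of all test compounds in the run plus 3 SD, cut at about 38% in these data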
# Target sequence (Q96RJ0 whole entry, looked up): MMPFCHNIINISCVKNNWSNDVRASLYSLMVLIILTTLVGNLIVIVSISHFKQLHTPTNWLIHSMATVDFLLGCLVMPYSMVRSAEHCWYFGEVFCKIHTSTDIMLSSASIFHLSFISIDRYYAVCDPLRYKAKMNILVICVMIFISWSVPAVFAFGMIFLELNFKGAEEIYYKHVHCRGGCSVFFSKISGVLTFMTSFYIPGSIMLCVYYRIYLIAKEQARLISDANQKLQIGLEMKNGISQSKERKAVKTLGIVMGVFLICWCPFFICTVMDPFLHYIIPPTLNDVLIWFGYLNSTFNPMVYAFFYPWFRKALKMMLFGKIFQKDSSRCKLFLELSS
#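 Assay system – CHO-derived RD-HGA16 cells with stable Gα16 and human TAAR1 · Compound dosing – one-point dosing at 3 µM (nominal) · Incubation – 17-24 h seeding, 75 min 37 °C dye, 30 min RT · Measured by – kinetic Fluo-8 calcium fluorescence · Control set – DMSO vehicle as 0%, PEA at EC100 as 100% · Repeats – single well for each compound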
# M1 PAM = potentiates human M1 receptor response to acetylcholine; P11229; CHO-K1 hM1, Fluo-8 calcium fluorescence, ACh EC20; 0% = ACh EC20, 100% = maximal ACh; activation, % at 3 µM; 0.088% of 360,000 active; in the data active = activation above about 19%, passing the limit was not always enough
# Target sequence (P11229 whole entry, looked up): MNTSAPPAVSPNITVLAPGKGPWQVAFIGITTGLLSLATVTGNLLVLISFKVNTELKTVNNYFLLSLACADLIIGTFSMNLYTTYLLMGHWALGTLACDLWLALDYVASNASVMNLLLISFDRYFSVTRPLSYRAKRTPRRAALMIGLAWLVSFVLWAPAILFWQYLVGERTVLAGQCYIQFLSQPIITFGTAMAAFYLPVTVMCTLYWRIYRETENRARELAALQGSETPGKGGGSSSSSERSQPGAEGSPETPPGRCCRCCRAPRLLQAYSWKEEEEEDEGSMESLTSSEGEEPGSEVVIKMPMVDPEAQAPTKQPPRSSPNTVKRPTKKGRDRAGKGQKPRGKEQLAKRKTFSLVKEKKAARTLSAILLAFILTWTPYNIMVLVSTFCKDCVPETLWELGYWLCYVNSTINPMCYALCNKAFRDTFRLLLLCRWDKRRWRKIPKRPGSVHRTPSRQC
# OXTR potentiator = potentiates the human oxytocin receptor response; P30559; CHO-OTR cells, Fluo-8 calcium fluorescence, potentiator mode; 0% = oxytocin EC15, 100% = EC100; activation, % at 3 µM; 0.061% of 320,000 active; AID 2445;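 active = activation above that plate's cutoff, the mean activation of tested compounds plus 3 SD, cut at about 6.6% in these data, passing the limit was not always enough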;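 note: 100% uses oxytocin at 75 nM as the full agonist control; some results filed as inactive read as strong as hits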
#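 Measured by – Fluo-8 calcium dye fluorescence · Test system – human OTR in CHO cells · Dosing – one concentration, 3.0 µM compound · Controls – EC15 oxytocin alone as 0%, 75 nM oxytocin as 100% · Evaluation – normalized max/min fluorescence ratio, % activation · Timing – 6 min pre-incubation, 100 s read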
# CHRM1 agonist = agonists of human M1 muscarinic receptor; P11229; CHO-K1 hM1, Fluo-8 calcium fluorescence, agonist mode; 0% DMSO, 100% acetylcholine EC100; activation, % at 3 µM; 0.33% of 360,000 active; AID 588814;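 active = activation above the run's mean compound activation plus 3 SD, cut at about 16% in these data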;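 note: peak over basal fluorescence ratio within a 140 s kinetic read after compound addition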
# TAAR1 antagonist = human TAAR1 antagonism | 1.5% of 360,000 active | Q96RJ0 | inhibition, % at 3 µM | CHO RD-HGA16 TAAR1, Fluo-8 calcium fluorescence, antagonist;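 active = inhibition above a per-plate cutoff, the mean inhibition of test compounds on that plate plus 3 SD, cut at about 49% in these data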;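 note: 0% = DMSO plus EC80 beta-PEA response and 100% = DMSO alone without agonist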
#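 test system = CHO RD-HGA16 cells bearing hTAAR1 | replication = singlicate | controls = DMSO-only wells and EC80 β-PEA-stimulated wells | reagent = EC80 β-phenethylamine stimulus | read-out basis = percent inhibition of PEA-evoked calcium signal, max/basal emission ratio | schedule = seeding 17-24 h prior, 75-min 37 °C, 30-min RT dye loading | signal = kinetic Fluo-8 calcium fluorescence measurement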
# V1R ag counter = V1a receptor agonism, counter-screen for OXTR agonists; P37288; CHO-V1R cells, Fluo-8 calcium fluorescence, agonist mode; 0% DMSO, 100% 3 nM vasopressin; AID 2797; activation, % at 3 µM; 0.25% of 320,000 active;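 active = activation above the mean activation of all tested compounds plus 3 SD, per screening run, cut at about 20% in these data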;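 note: signal is peak over basal fluorescence ratio across a 100 second FLIPR read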
# CHO parental Ca = counter-screen for OX1R antagonists: effect in parental CHO cells; parental CHO-K1, ATP-induced calcium, Fluo-8 fluorescence; inhibition, % at 5.6 µM; 0.63% of 330,000 active;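 active = inhibition above that plate's mean sample inhibition plus 3 SD, cut at about 26% in these data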;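 note: 0% = ATP-challenged DMSO wells and 100% = DMSO wells without ATP; some compounds past the cut are filed as inactive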
#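 Measured by: calcium-sensitive Fluo-8 fluorescence / Test system: CHO parental line / Controls: ATP-challenged DMSO wells low, unchallenged DMSO wells high / Measure: % inhibition / Compound: single nominal dose of 5.6 µM per compound / Replicates: single well per compound, no replicates / Reagent: ATP as calcium-mobilizing challenge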
# M1 antag = blocks human M1 muscarinic receptor | P11229 | CHO-K1 hM1, Fluo-8 calcium fluorescence, ACh EC80 antagonist | 1.3% of 360,000 active | AID 588852 | inhibition, % at 3 µM;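 active = percent inhibition above its own plate's cutoff, namely the mean of that plate's compound wells plus 3 SD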;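 note: peak over basal fluorescence ratio during 140 s after agonist addition; 0% = ACh EC80 plus DMSO and 100% = DMSO alone without agonist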
# OXTR ag = activates the human oxytocin receptor; CHO-OTR cells, Fluo-8 calcium fluorescence; normalized: DMSO 0%, oxytocin 100%; AID 2435; 0.32% of 320,000 active; activation, % at 3 µM;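 active = activation above the mean of all tested compounds plus 3 SD, cutoff set per screening run, cut at about 20% in these data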;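 note: peak over basal fluorescence ratio from a 100 s FLIPR kinetic read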
# * marks the source's active call; other numbers are inactive results; nt = not tested or not shown.
Compound | TAAR1 ag | M1 PAM | OXTR potentiator | CHRM1 agonist | TAAR1 antagonist | V1R ag counter | CHO parental Ca | M1 antag | OXTR ag
O=C(c1cc2ccccc2oc1=O)N(Cc1ccco1)CC1CCCO1 (stereo not given) | 5 | 10 | -3 | -4 | 8 | -1.2 | -8 | -9 | -0.5
COc1ccc(CNC(=O)CC(NC(N)=O)c2ccccc2Cl)cc1OC (stereo not given) | -1 | 7 | -3 | -2 | 9 | 0.7 | -5 | -5 | 0.2
Cc1ccccc1NC(=O)C(C)OC(=O)C1CC(=O)N(Cc2ccco2)C1 (stereo not given) | 1 | 9 | -7 | -2 | -6 | 1.4 | -9 | -10 | -1.2
CC1CN(CC(O)COc2ccc(C#N)cc2)CCN1CC(O)COc1ccc(C#N)cc1 (stereo not given) | 4 | 5 | 4 | -6 | -15 | 1.7 | -8 | -7 | 3.0
COc1cccc(NC(=O)CN(C)C(C)C(=O)NC(=O)NC2CCCCC2)c1 (stereo not given) | 6 | -2 | 0 | -2 | 9 | 1.0 | -21 | 3 | -0.5
Cc1cc(C)n(-c2ccc3cccc(NS(C)(=O)=O)c3n2)n1 | 4 | 8 | -12 | 0 | 6 | -0.6 | -14 | -12 | -0.7
NC(=O)CSc1nnc(-c2ccco2)n1-c1ccccc1 | 3 | 1 | -10 | -4 | -9 | -0.1 | -4 | -4 | 0.2
Cc1ccc(OCCC(=O)OCC(=O)Nc2ccc(Cl)cn2)cc1 | 0 | 8 | 0 | -2 | 5 | 0.5 | -8 | -1 | -0.8
CC1CCCN(C(=O)Cn2nnc(-c3cccnc3)n2)C1 (stereo not given) | 11 | 8 | -1 | 1 | 0 | -0.4 | -5 | 2 | 0.6
Cc1ccc2nc(-c3ccccc3)cc(C(=O)Nc3cccnc3)c2c1 | 13 | -9 | 0 | -3 | 34 | 0.2 | -22 | 15 | -0.1
CCN1CCN(c2ccc(N=Cc3ccccc3O)cc2)CC1 | 0 | -4 | -7 | -7 | -4 | -0.2 | -13 | 10 | -0.2
CC(NC(=O)c1nn(C)c(=O)c2ccccc12)c1ccccc1 (stereo not given) | 5 | -2 | -7 | -3 | -10 | 0.4 | -7 | 14 | 0.4
CCN(C(=O)CSc1nnc(-c2ccccc2OC)n1N)c1c(N)n(Cc2ccccc2)c(=O)[nH]c1=O | 11 | 4 | nt | -3 | -11 | nt | nt | -6 | nt
CCC1CCCCN1S(=O)(=O)c1c(C)n(C)c(=O)n(C)c1=O (stereo not given) | 4 | 10 | 5 | -2 | -3 | -0.3 | -2 | -10 | 1.7
Cn1c(=O)oc2cc(S(=O)(=O)N3CCCC(C(=O)Nc4ccccn4)C3)ccc21 (stereo not given) | 1 | 2 | -3 | -2 | 17 | 3.5 | -1 | -7 | 0.0
Nc1ccc(Cl)c(S(=O)(=O)Nc2ccc(Cl)cc2)c1 | 4 | 19 | -3 | 0 | -21 | 0.7 | -2 | -22 | 2.3
O=C(COc1ccc([N+](=O)[O-])cc1)N(C1CCCCC1)C1CCS(=O)(=O)C1 (stereo not given) | -1 | 20 | -6 | 1 | 1 | -0.1 | -5 | -20 | 1.0
c1ccc(-n2nnnc2OCCOc2nnnn2-c2ccccc2)cc1 | 6 | 9 | -5 | 0 | -22 | 0.5 | -10 | -7 | -0.1
NCCN1CCN2C(=O)CN(C(=O)c3ccccc3)CC12 (stereo not given) | 0 | nt | 4 | nt | 6 | 0.3 | -3 | nt | 1.6
CCn1cc([N+](=O)[O-])c(C(=O)N2N=C3/C(=C/c4cccs4)CCCC3C2c2cccs2)n1 (stereo not given) | 5 | -4 | 3 | -2 | -3 | 0.1 | -26 | 4 | 1.2
CCOc1ccc(NC(=O)Nc2cnccn2)cc1 | 0 | 4 | -5 | -6 | -3 | -0.5 | 0 | -16 | 0.0
C[C@H]1CN([C@@H](C)CO)S(=O)(=O)c2ccc(C#CC(C)(C)O)cc2O[C@H]1CN(C)Cc1ccccc1 | 4 | 5 | nt | -4 | -2 | nt | nt | -16 | nt
COc1ccc(C(=O)N/C(=C/c2cccnc2)C(=O)N2CCCCCC2)cc1OC | 1 | 13 | -9 | -5 | -9 | 2.4 | -23 | 0 | 0.1
O=C(/C=C/c1ccccc1)N1CCOCC1 | 6 | -9 | 0 | -6 | -15 | -0.8 | -8 | 19 | 0.2

# Continued.
# Each structure is followed by: TAAR1 ag	M1 PAM	OXTR potentiator	CHRM1 agonist	TAAR1 antagonist	V1R ag counter	CHO parental Ca	M1 antag	OXTR ag
CC(=O)Nc1ccc(S(=O)(=O)c2ccc([N+](=O)[O-])cc2)cc1
    2	9	-8	-1	-10	7.5	-9	-16	3.2
O=C(COc1ccc(-c2nnco2)cc1)Nc1cc([N+](=O)[O-])ccc1F
    1	9	-2	-1	1	2.5	-9	-14	2.0
Cc1cc(Nc2ccc(F)cc2Cl)n2nc(C)nc2n1
    1	3	0	-3	-31	-0.2	-12	-3	-0.8
COc1cc(OC)cc(C(=O)NNC(=O)Cc2ccc(OC)c(S(=O)(=O)N3CCOCC3)c2)c1
    2	4	-11	-8	-11	-0.8	-10	1	-1.3
CC(=O)Nc1cccc(C(=O)Nc2cc(C(F)(F)F)ccc2-n2cncn2)c1
    3	-6	nt	0	8	nt	nt	-1	nt
O=C(CN1CCN(S(=O)(=O)c2ccc(Cl)cc2)CC1)NCC1(N2CCOCC2)CCCCC1
    4	3	-3	-7	-13	-0.4	-12	-6	-0.7
N=c1sccn1CC(=O)NCc1ccc(Cl)cc1Cl
    3	-1	-9	-9	-1	0.3	-12	-5	-0.5
CCOC(=O)NC(=O)/C(N=Nc1ccc(C(F)(F)F)cc1)=C(\C)O
    -2	6	-9	-14	-4	-0.3	-11	-5	-1.7
CC(NC(=O)c1ccccc1)c1nnc(SCC(=O)NC2=NCCS2)n1C (stereo not given)
    -3	8	2	-5	-16	1.5	-4	-7	0.7
Cc1cc(=O)oc2c(C)c(OC(C)C(=O)NCCCN3CCCC3=O)ccc12 (stereo not given)
    -1	6	2	-5	-22	0.1	-14	-6	0.2

# Three entries from above, as labelled records:
CC(=O)Nc1cccc(C(=O)Nc2cc(C(F)(F)F)ccc2-n2cncn2)c1
  TAAR1 ag = 3 | M1 PAM = -6 | OXTR potentiator = nt | CHRM1 agonist = 0 | TAAR1 antagonist = 8 | V1R ag counter = nt | CHO parental Ca = nt | M1 antag = -1 | OXTR ag = nt
N=c1sccn1CC(=O)NCc1ccc(Cl)cc1Cl
  TAAR1 ag = 3 | M1 PAM = -1 | OXTR potentiator = -9 | CHRM1 agonist = -9 | TAAR1 antagonist = -1 | V1R ag counter = 0.3 | CHO parental Ca = -12 | M1 antag = -5 | OXTR ag = -0.5
O=C(COc1ccc(-c2nnco2)cc1)Nc1cc([N+](=O)[O-])ccc1F
  TAAR1 ag = 1 | M1 PAM = 9 | OXTR potentiator = -2 | CHRM1 agonist = -1 | TAAR1 antagonist = 1 | V1R ag counter = 2.5 | CHO parental Ca = -9 | M1 antag = -14 | OXTR ag = 2.0

# Next part:
# Each structure is followed by: TAAR1 ag	M1 PAM	OXTR potentiator	CHRM1 agonist	TAAR1 antagonist	V1R ag counter	CHO parental Ca	M1 antag	OXTR ag
CC(C)c1nccn1CCC(=O)O
    13	3	-6	-1	-6	0.0	-6	-2	0.5
O=C(Nc1ccc(Cl)cc1)N(Cc1nnc2n1CCCCC2)c1ccccc1
    4	16	-3	3	-8	-0.6	-7	-9	-1.0
COc1ccc(/C=N\NC(=O)c2ccccc2Br)cc1COc1ccc(F)cc1
    0	-2	-12	-2	17	-0.7	-6	4	-0.8
COc1ccc(C2=Nn3c(nnc3-c3ccccc3C(F)(F)F)SC2)cc1OC1CCOC1 (stereo not given)
    5	-4	10	-5	6	0.2	-24	15	0.9
COc1ccccc1S(=O)(=O)N(C)C[C@@H]1OCc2cnnn2CCCC(=O)N([C@H](C)CO)C[C@@H]1C
    0	4	nt	-10	31	nt	nt	-14	nt
COC(=O)C(C)N(C#N)c1nc(NC(C)C)nc(SC)n1 (stereo not given)
    0	0	-5	-6	0	-0.7	-9	-11	-1.8
O=c1c(-c2ccco2)[n+]([O-])c2ccccc2n1OCc1ccccn1
    5	4	nt	-3	9	nt	nt	-4	nt
Cc1nn(CC(=O)NCCN2CCCCCC2)c(=O)c2nn(-c3ccccc3)c(C)c12
    0	-26	-3	-14	-2	0.5	-8	24	-0.7
Cn1nnnc1SCC(=O)Nc1ccc(Cl)c(S(=O)(=O)N2CCOCC2)c1
    8	2	-2	-2	-18	0.4	-13	0	0.5
COC(=O)c1sc(N)c(C(=O)OC)c1COC(=O)[C@@H](NS(=O)(=O)c1cccc(Cl)c1)C(C)C
    5	7	-4	-2	6	-0.9	-25	0	-1.1
Nc1cc(Cl)nc(N/N=C/c2ccc([N+](=O)[O-])cc2)n1
    8	-4	-1	-1	9	-0.6	-5	-1	0.7
Cc1cc(C)n(-c2nnc(N3CCN(c4ccccc4)CC3)nn2)n1
    6	14	-2	-8	9	0.0	-15	-9	-0.3
Cc1c(Cl)cccc1Nc1nc(N)nc(CSc2nc3ccccc3s2)n1
    6	7	-6	-5	-7	-0.2	-36	-9	0.7
COC(=O)c1sc2cc(C(F)(F)F)cnc2c1-c1cccnc1
    1	16	-5	-5	-6	-1.4	-11	-10	-1.3
COc1ccc(CN2C(=O)c3cccnc3C2=O)cc1S(=O)(=O)NCc1ccc(C)o1
    1	3	-5	-2	-30	0.6	-21	-4	0.6
COc1ccccc1/C=C1\SC(=O)N(CCC(=O)NNC(=O)c2ccccc2Cl)C1=O
    5	7	-6	-2	14	1.2	-11	-23	0.1
COc1cc(NC(=O)c2ccccc2Cl)c(OC)cc1NC(=O)CN1CCCCC1
    2	9	-21	-8	9	-1.2	-7	-3	-0.9
Cc1cc2c(cc1C)NC1=C(N2)OC(c2cccc(O)c2)C1=O (stereo not given)
    -1	5	-11	-9	5	4.5	-7	-8	2.9
COc1ccc(CNCC2COc3ccccc3O2)cc1 (stereo not given)
    23	-9	-7	-5	-8	2.4	-13	18	2.2
CC(O)[C@H]1CNCCN1CCc1cccc(F)c1 (stereo not given in full)
    74*	8	-1	-2	5	1.6	-5	-18	0.0
Cc1cc(OCC(=O)NC2CC(C)(C)NC(C)(C)C2)c2c(C)cc(=O)oc2c1
    2	2	6	-12	-16	0.3	-11	4	0.7
CCCCn1c(N)c(N(CCOC)C(=O)c2ccco2)c(=O)[nH]c1=O
    1	3	-4	-2	-25	-1.1	-5	2	-0.8
